Screening results: PubChem, National Center for Advancing Translational Sciences (NCATS)
TDP1 inh: qHTS Assay for Inhibitors of Tyrosyl-DNA Phosphodiesterase (TDP1); Tyrosyl-DNA phosphodiesterase 1 (Homo sapiens), Q9NUW8; recombinant TDP1, AlphaScreen DNA substrate cleavage; Potency, µM (doses to about 130 µM), without a hit: at the top dose activity change, negative = inhibition, actives largely listed as inhibitors; 350,000 tested, 0.28% active; AID 485290, 2010; further: nearly all actives have a fitted effect of over 40% in size
Target sequence (Q9NUW8 whole entry, looked up): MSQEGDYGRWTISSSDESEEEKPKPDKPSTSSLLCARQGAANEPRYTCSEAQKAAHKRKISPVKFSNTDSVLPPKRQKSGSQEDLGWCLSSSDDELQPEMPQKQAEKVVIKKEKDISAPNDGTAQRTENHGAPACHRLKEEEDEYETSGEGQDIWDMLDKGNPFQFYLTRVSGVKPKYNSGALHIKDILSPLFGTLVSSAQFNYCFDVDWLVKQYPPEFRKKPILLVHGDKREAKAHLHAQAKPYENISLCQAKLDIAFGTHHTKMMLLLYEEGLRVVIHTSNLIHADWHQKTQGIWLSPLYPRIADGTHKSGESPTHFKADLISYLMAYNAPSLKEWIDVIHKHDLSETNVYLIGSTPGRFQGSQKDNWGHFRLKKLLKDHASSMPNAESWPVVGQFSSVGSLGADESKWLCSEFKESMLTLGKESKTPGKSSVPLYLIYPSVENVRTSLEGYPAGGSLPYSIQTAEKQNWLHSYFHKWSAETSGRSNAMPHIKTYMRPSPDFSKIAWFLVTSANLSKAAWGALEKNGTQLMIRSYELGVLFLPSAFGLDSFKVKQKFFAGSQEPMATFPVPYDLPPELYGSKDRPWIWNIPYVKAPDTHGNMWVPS
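AlphaScreen read-out: signal falls as enzyme removes the 3' tyrosine-FITC from a 5'-biotinylated DNA oligo (15 nM, 5 min, RT). Enzyme was E. coli-made recombinant Tdp1 at 1 nM, exposed to compound for 15 min beforehand; beads 10 ug/ml, 10 min.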
GCN5L2 inh: qHTS Assay for Inhibitors of GCN5L2; GCN5L2 HAT assay, ThioGlo1 CoA-SH fluorescence; Potency, µM (titrated, usually from 58.9 µM), for inactives: at the top dose activity change, negative = inhibition, usual class: inhibitors; 390,000 tested, 0.21% active; AID 504327, 2011
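Titration-based screen in which CoA formation is detected via maleimide probe ThioGlo1 (50uM) turning fluorescent on thiol reaction; substrates H3(1-25) 75uM and acetyl-CoA 70uM, GCN5L2 20nM, 20 min incubation at room temperature.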
TDP1 cell noCPT: qHTS for Inhibitors of human tyrosyl-DNA phosphodiesterase 1 (TDP1): qHTS in cells in absence of CPT | AID 686978, 2013 | Potency, µM (titrated, usually from 46.2 µM), inactives show at the top dose activity change, negative = growth inhibition, hits mostly inhibitors | DT40 Tdp1-/- hTDP1 cells, no CPT, ATP luminescence, 48 h | 420,000 tested, 15% active; further: nearly all actives have a fitted effect of over 55% in size
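No-CPT arm: Tdp1-/-;hTDP1 DT40 cells (400/well) plus compounds, incubated ≥48 hr at 37 °C. Readout CellTiter-Glo luminescence.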
* = called active by the depositor; ? = inconclusive; nt = not tested or not shown; & = joins results of further samples; [ ] = another dose, or the depositor's remark. The call rests on the fitted dose curve; in most records, active means well fitted curve in the direction sought with a large enough effect; inconclusive means small, poorly fitted or top-dose-only effect, or another doubt; inactive means no such curve, though single readings can be large; an effect the other way counts as inactive or inconclusive. On the % scale 0 is the no-effect control and ±100 the full control effect; potency means the concentration at half of the fitted maximal effect. Only part of the results is shown, so the mix of outcomes need not match the whole.

The line under a structure holds: TDP1 inh | GCN5L2 inh | TDP1 cell noCPT
- CC1=NN(c2ccc(Br)cc2)C(=O)/C1=C/c1ccc(-c2ccccc2C(=O)O)o1
 : nt | 5% | -6%
- O=C1CCC(/C=C/c2ccccc2)=NN1
 : 5% | -5% | -7%
- CC1CCCN(C(=O)C2(NC(=O)Nc3cccc(F)c3)CCCCC2)C1 (centres undefined)
 : 0% | -4% | -9%
- O=C(CN1C(=O)C2CCCCC2C1=O)OCn1nnc2ccccc2c1=O (centres undefined)
 : 0% | 0% | -3%
- CS(=O)(=O)CCC(C(=O)O)N1C(=O)c2ccc(Oc3ccc(Cl)cc3)cc2C1=O (centres undefined)
 : nt | 0% | -1%
- Cc1ccc2[nH]c3c(=S)nc[nH]c3c2c1
 : 3% | 3% | ?
- Cc1ccccc1CN1C(=O)c2ccccc2S(=O)c2ccc(C(=O)NCCCN3CCOCC3)cc21 (centres undefined)
 : 10% | -2% | -2%
- CC(C)(C(N)=O)c1ccccc1
 : -3% | 1% | -14%
- COC(C[C@@H](O)[C@H](C)[C@@H](O)COCc1ccccc1)OC
 : 2% | 11% | -18%
- O=c1[nH]c(SCCN2CCOCC2)nc(O)c1-c1ccccc1
 : 4% | -2% | -23%
- CN(C(=O)c1cc(COc2ccc(F)cc2Cl)on1)C1CCCc2ccccc21 (centres undefined)
 : -6% | -20% | ?
- CCc1ccccc1NC(=O)Cn1nc2c3cc(F)ccc3n(Cc3cccc(C)c3)cc-2c1=O
 : 6% | 10% | -2%
- O=C(CN1CCc2ccccc2C1)Nc1ccccc1C(=O)NC1CC1
 : -1%[56.1 µM] | -9% | -28%
- CC(=O)Nc1ccc(NC(=O)CCCSc2nc3ccccc3s2)cc1
 : 0% | -7% | -10%
- CN1C(=O)NC(c2ccc(O)cc2)C2=C1CN(c1ccc(O)cc1)C2=O (centres undefined)
 : -1% | -4% | -3%
- CCCc1nc2c(ccc3ccccc32)cc1CC
 : nt | -9% | ?
- CSCCC(NC(=O)c1ccccc1Cl)C(=O)Nc1ccc(C)c(S(=O)(=O)N2CCOCC2)c1 (centres undefined)
 : nt | -1% | ?
- O=C1CCC(c2ccccc2)=NN1
 : 0% | 0% | 16%
- O=C1CN(C(=O)c2ccccc2)C(c2ccccc2)c2cc(Cl)ccc2N1 (centres undefined)
 : nt | -15% | ?
- Cc1ccc(C2=NN(C(=O)COc3ncnc4ccccc34)C(c3ccco3)C2)cc1 (centres undefined)
 : 3% | -8% | ?
- NC(=S)N=Nc1c(O)n(CCCl)c2ccccc12
 : 6% | -15% | 2.6µM*
- O=C(Cc1ccc(Cl)cc1)c1c[nH]c(C(=O)NCCCn2ccnc2)c1
 : 6% | -4% | 7%
- Cc1cccc(C)c1OCCn1nnc2ccccc21
 : nt | -4% | ?
- O=C(Nc1nc(=O)c2ccccc2s1)c1ccc(F)cc1
 : nt | -3% | -5%
- CCOC(=O)c1cc(-c2ccc(OC)cc2)n(CCC(=O)NCCc2ccc(OCC)c(OCC)c2)c1C
 : 2% | -2% | ?
- COc1cc(OC)cc(C(=O)NCC(=O)OCC(=O)Nc2ccc(C)c(S(=O)(=O)N3CCOCC3)c2)c1
 : 1% | 1% | 1%
- COc1ccc(-c2ccc(NS(=O)(=O)c3ccc([N+](=O)[O-])cc3)cc2)nn1
 : 7% | ? | 3%
- COc1ccc(CCNC(=O)c2ccc([N+](=O)[O-])cc2)cc1
 : 0% | ? | ?
- COC(=O)c1c(C(=O)OC)c(-c2ccccc2)n2c1CS(=O)(=O)C2
 : 5% | -2% | -22%
- Cc1ccc(S(=O)(=O)N2CCCCC2)cc1NC(=O)CCOc1ccccc1
 : -1% | 4% | ?
- O=C(Cn1nnc(-c2ccccc2)n1)Nc1ccccc1N1CCOCC1
 : 1% | -4% | 13µM*
- Cc1ccc(-n2ncc(C(=O)NCCCN3CCc4ccccc4C3)c2C2CCN(C(=O)OC(C)(C)C)CC2)c(C)c1
 : 4% | -15% | 21µM*
- CC1(C)Cc2ccccc2C(Nn2cnnc2)=N1
 : 6% | 0% | -8%
- CC(=O)Nc1c(I)c(C(=O)O)c(I)c(N(C)C(C)=O)c1I
 : nt | -13% | 0%
- O=C(NCC1CCCO1)c1cccc(S(=O)(=O)N2CCCCC2)c1 (centres undefined)
 : -14% | -7% | -4%
- CCSc1nnc(NC(=O)C(NC(=O)c2ccc(Cl)cc2)C(C)C)s1 (centres undefined)
 : -8% | -2% | -15%
- COc1ccc(CCNC(=O)C(=O)NCC2OCCN2S(=O)(=O)c2ccc(C)cc2)cc1OC (centres undefined)
 : nt | -23% | ?
- CCN(CC1COc2ccccc2O1)C(=O)c1ccc(Cl)c(S(=O)(=O)N2CC(C)OC(C)C2)c1 (centres undefined)
 : 0% | -3% | 4.6µM*
- CN(CC(=O)Nc1ncn[nH]1)S(=O)(=O)c1ccc(Cl)cc1
 : 5% | -5% | 8%
- CCN(CC)CCn1c(=N)n(CCOc2ccccc2Cl)c2ccccc21
 : -2% | -4% | 4.1µM*
- CCOC(=O)c1cc(-c2ccccc2)n(CC(=O)Nc2ccccc2OCC)c1C
 : 4% | 3% | 9.2µM*
- C=CCN1C(=O)c2ccc(C(=O)N(C)CC(=O)Nc3ccccc3Cl)cc2C1=O
 : -2% | -16% | -12%
- CC(C)C[C@H](NC(=O)N1CCn2c1nc1ccccc12)C(=O)NCC1CCCO1 (some centres undefined)
 : 1% | -6% | 29%
- CC(C)(C)c1cc(Cl)ccc1OCCOCCN1CCCC1
 : 3% | 1% | 13µM*
- Cc1ccc(CNC(=O)C2CCCCN2S(=O)(=O)c2ccccc2)cc1 (centres undefined)
 : 5% | -3% | ?
- CCCNC(=O)[C@H](C)NC(=O)c1ccc(Br)cc1
 : 0% | -3% | 1%
- N#C/C(=C\c1cccnc1)C(=O)NC1CCCCC1
 : 0% | -2% | 23µM*
- C=CCn1c(=S)[nH]c2scc(-c3ccco3)c2c1=O
 : nt | -12% | ?
- CN1CCc2c(OCC(=O)NC3CCCCC3)cccc2C1=O
 : 2% | -2% | -4%
- Cc1nc2nc(NC(=O)c3ccc(C(C)(C)C)cc3)[nH]n2c(=O)c1C
 : 7% | 2% | 0%
- COc1ccc(C(=O)Nc2nc(N3C(=O)c4ccccc4C3=O)n(-c3ccccc3)n2)cc1
 : 8% | 2% | -1%
- COc1cc(NC(=S)NC(=O)CCc2ccccc2)cc(OC)c1
 : -1% | -18% | ?
- CCOC(=O)c1c(NC(=O)CN2CCN(C(=O)c3ccco3)CC2)sc(C)c1C
 : 7% | -14% | 15µM*
- Cc1n[nH]c(=O)c2c(NC(=O)COC(=O)Cc3c(F)cccc3Cl)oc(C)c12
 : 0%[0.505 µM] | 1% | -11%
- CCCCN(C/C=C/c1ccccc1OC)Cc1ccccc1
 : nt | -2% | ?
- CCCCCCC1CC(C)(/C(C)=N/NC(N)=O)OC1=O (centres undefined)
 : -2% | -5% | -8%
- O=S(=O)(NCCN1CCOCC1)c1cc(Cl)ccc1Cl
 : 5% | -5% | -19%
- COc1cc2oc(=O)cc(-c3cccc(-c4ccc(C(C)=O)cc4)c3)c2c(OC)c1OC
 : 3% | -8% | nt
- CCOc1ccccc1C(=O)Nc1cccc(-c2ccc(N3CCOCC3)nn2)c1
 : nt | ? | 16µM*
- CCn1nc(C(=O)OCC(=O)Nc2nc(-c3ccc(OC)cc3)cs2)c2ccccc2c1=O
 : 2% | -6% | ?

The list continues.
The line under a structure holds: TDP1 inh | GCN5L2 inh | TDP1 cell noCPT
- O=C(COc1cccc2ccccc12)N/N=C/c1ccc(Sc2nc3ccccc3s2)o1
 : -6% | -4% | 21µM*
- COc1ccc(CCNC(=O)C(=O)NCc2ccc(C(C)C)cc2)cc1OC
 : 0% | -9% | ?
- CCc1ccc(C2=Nn3c(nnc3-c3cccs3)SC2)cc1
 : 4% | 39%[activator] | 21µM*
- Cc1ccc(NS(=O)(=O)c2ccc3c4c(cccc24)C(=O)N3)c(C)c1
 : 1%[2.28 µM] | -4% | ?
- CCc1cccc(OCC(=O)Nc2ccc(C(=O)O)cc2NC(=O)COc2cccc(CC)c2)c1
 : 4% | -7% | -9%
- COCCNC(=O)/C(C#N)=C/C=C/c1ccccc1[N+](=O)[O-]
 : 4% | -15% | 7.3µM*
- Cc1ccc(Cl)cc1N1CCN(C(=O)CN2C(=O)COc3ccc(S(=O)(=O)N4CCOCC4)cc32)CC1
 : 6% | 1% | nt
- Cc1onc(-c2ccccc2)c1C(=O)N/N=C/c1cc(Br)c(O)c(Br)c1
 : 4% | -29% | ?
- O=C(c1c(Cl)cccc1Cl)N1CCN(c2ccccn2)CC1
 : 0% | -2% | -18%
- O=S(=O)(Nc1cccc(-c2ccc(N3CCCCC3)nn2)c1)c1ccc(F)cc1F
 : 1% | -3% | 26µM*
- CC1CCCN(CC(O)COc2ccc3c(c2)OCO3)C1 (centres undefined)
 : 1% | -5% | -1%
- Cc1ccc(Cn2ccc(NC(=O)c3cc(-c4ccc(Cl)c(Cl)c4)on3)n2)cc1
 : -1% | -1% | ?
- COC(=O)c1cc2sccc2n1Cc1ccccc1
 : -9% | -11% | -15%
- Cc1cccn2c(=O)c3cc(C(=O)NCCCOC(C)C)sc3nc12
 : nt | 0% | 21µM*
- CC(C)CC(NC(N)=O)C(=O)NCCc1ccc(Cl)cc1Cl (centres undefined)
 : -2% | 0% | ?
- C(=C1/CCCC2=C1Nc1ncnn1C2c1ccccc1)/c1ccccc1 (centres undefined)
 : -4% | 0% | nt
- CC(C)CN(C(=O)CN1CCc2ccccc21)c1c(N)n(CC(C)C)c(=O)[nH]c1=O
 : -3% | -3% | -4%
- CCNc1nc(NCC)n2c(SC(C(=O)Nc3cc(C)ccc3OC)c3ccccc3)nnc2n1 (centres undefined)
 : 8% | -4% | ?
- CC(O)CNCCCCOc1ccc(OCc2ccccc2)cc1 (centres undefined)
 : -5% | -7% | ?
- CCOC(=O)c1nnn(CC(=O)NC(=O)Nc2cccc(CC)c2)c1C(=O)OCC
 : 2%&3% | -10%&-20% | -6%&-28%
- CN(C)CCCNC(=O)C[C@H]1C[C@H](C(=O)N2CCCCC2)[C@@]2(CCc3ccccc3)c3[nH]c4cc(CCC(=O)N(C)C)ccc4c3CCN2C1=O
 : 0%[56.1 µM] | -1% | -9%
- O=C(CNC(=O)c1ccccc1F)Nc1ccccc1C(F)(F)F
 : -1% | -9% | -1%
- COc1ccc(C(=O)OCC(=O)NCc2ccco2)cc1S(=O)(=O)N1CCN(c2cccc(Cl)c2)CC1
 : 6% | -2% | -10%
- CC(=O)Nc1sc(C)c(C)c1C(=O)OCC(=O)N(CC(C)C)C1CCS(=O)(=O)C1 (centres undefined)
 : -5% | -8% | ?
- CSc1nsc(SCC(=O)N2CCCc3ccccc32)n1
 : 3% | 0% | 29µM*
- Cc1[nH]c(C)c(S(=O)(=O)N2CCN(c3cccc(Cl)c3)CC2)c1C(=O)N1CCCCC1
 : 7% | -8% | 21µM*
- CCOc1ccc(N2CC(C(=O)Nc3ccc(S(=O)(=O)Nc4nccs4)cc3)CC2=O)cc1 (centres undefined)
 : nt | -2% | 7%
- Cc1[nH]nc2c1C(Cc1ccccc1)C(C#N)=C(N)O2 (centres undefined)
 : 2% | -7% | -14%
- O=C(Cc1ccc([N+](=O)[O-])cc1)Nc1ccc2c(c1)CCC2
 : 6% | -1% | -5%
- COc1ccc(CCNC(=O)COC(=O)Cc2ccc(OC)cc2)cc1
 : -8% | 1% | 9%
- CC(NC(=O)CCCCCN1C(=O)c2ccccc2C1=O)c1ccc2c(c1)CCCC2 (centres undefined)
 : 3% | -2% | -24%
- COc1ccccc1CNC(=O)[C@H](CCSC)NC(=O)[C@@H]1Cc2ccccc2CN1
 : nt | 1% | -21%
- Clc1ccc(-c2nnc(Sc3nc4ccccc4o3)c3ccccc23)cc1
 : 9% | 3% | 16µM*
- O=C1/C(=C/c2ccccn2)COc2ccccc21
 : 7% | -4% | 4.6µM*
- CCSc1nc2c([nH]c3ccccc32)c(=O)n1-c1ccc(F)cc1
 : 3% | -5% | ?
- Cc1cccc(NC(=O)Nc2ccc(OCc3ccccc3)cc2)n1
 : nt | 14% | 3%

Ordered by SMILES length (lowest first): part of the list above.
The line under a structure holds: TDP1 inh | GCN5L2 inh | TDP1 cell noCPT
- NC(=S)N=Nc1c(O)n(CCCl)c2ccccc12
 : 6% | -15% | 2.6µM*
- O=C(CN1CCc2ccccc2C1)Nc1ccccc1C(=O)NC1CC1
 : -1%[56.1 µM] | -9% | -28%
- CCOc1ccccc1C(=O)Nc1cccc(-c2ccc(N3CCOCC3)nn2)c1
 : nt | ? | 16µM*
- O=S(=O)(Nc1cccc(-c2ccc(N3CCCCC3)nn2)c1)c1ccc(F)cc1F
 : 1% | -3% | 26µM*
- CC1=NN(c2ccc(Br)cc2)C(=O)/C1=C/c1ccc(-c2ccccc2C(=O)O)o1
 : nt | 5% | -6%
